BAP1 inh: blocks human BAP1 ubiquitin-AMC hydrolysis | activity remaining (% of control), % at 20 µM | Q92560 | recombinant BAP1, Ub-AMC hydrolysis fluorescence kinetic; stronger effect = lower value | 72,000 compounds, 0.48% hits;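 active = activity remaining at or below 50% of control, provided the compound also passes the data quality filters; inactive = the rest, including low values that fail the filters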;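 also: 100% = DMSO wells rate and 0% = substrate alone blank rate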
HePTP inh: blocks human HePTP tyrosine phosphatase; recombinant HePTP phosphatase activity, OD absorbance; 110,000 compounds, 0.64% hits; inhibition, % at 20 µM; AID 521; P35236; in the data active = inhibition above about 50%;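 also: plate controls were vehicle for no effect and reference inhibitor for full effect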
Target sequence (P35236 whole entry, looked up): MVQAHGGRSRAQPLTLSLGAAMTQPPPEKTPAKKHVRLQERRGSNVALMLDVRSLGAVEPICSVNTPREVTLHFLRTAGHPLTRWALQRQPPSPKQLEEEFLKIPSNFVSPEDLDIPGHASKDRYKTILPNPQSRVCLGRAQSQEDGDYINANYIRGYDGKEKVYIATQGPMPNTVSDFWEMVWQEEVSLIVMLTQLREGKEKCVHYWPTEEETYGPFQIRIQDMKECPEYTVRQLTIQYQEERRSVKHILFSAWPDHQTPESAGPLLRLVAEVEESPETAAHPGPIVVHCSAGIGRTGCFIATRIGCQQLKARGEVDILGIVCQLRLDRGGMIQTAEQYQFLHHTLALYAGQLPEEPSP
Starred values were filed as active, the others as inactive; / = no result given; & = joins results of further samples.

entry	SMILES	BAP1 inh	HePTP inh
1	COc1ccccc1Nc1ncnc2ccccc12	99	3
2	Cn1c(SC2C(=O)CC(C)(C)CC2=O)nnc1-c1ccco1	98	-3
3	CCOc1cc(NC(=O)c2cnccn2)c(OCC)cc1NC(=O)c1ccc(OC)cc1	92	0
4	CC1=C(C(=O)NCc2ccccc2)C(c2ccccc2OCC(N)=O)NC(=O)N1 (stereo unspecified)	84	3
5	CC1CCC(C(C)C)C(OC(=O)CSc2n[nH]c(=O)[nH]c2=O)C1 (stereo unspecified)	67	2
6	COc1cc(C(c2sc3nc(C)nn3c2O)N2CC(C)CC(C)C2)cc(OC)c1OC (stereo unspecified)	94	-1
7	CCOC(=O)c1cc(-c2ccccc2)sc1N	/	13
8	O=C(COc1ccc(Cl)cc1)Nc1ccc(Br)c(Cl)c1	/	6
9	Cc1ccc(-n2nnnc2SCc2nnc(-c3ccccc3Br)o2)cc1	/	5
10	Cc1nnc(SCc2ccc(C(=O)O)cc2)s1	/	-12
11	Cn1ccnc1Sc1nc2c(c(=O)n(C)c(=O)n2C)n1C	82	8
12	CCC(=O)N1CCc2cc(S(=O)(=O)NC(C(=O)NC(C)c3ccccc3)C(C)C)ccc21 (stereo unspecified)	115	-14
13	CCOc1cc2oc(=O)cc(C)c2cc1Cl	182	/
14	CCN=C1SC(CC(=O)NC2CCCCC2)C(=O)N1CC (stereo unspecified)	96	1
15	C=CCc1cc(OC)ccc1OCCON1C(=O)CCC1=O	74	6
16	Cc1ccc([N+](=O)[O-])cc1-c1[nH]c(-c2cccc(O)c2)nc1-c1ccccc1	/	-4
17	Cc1cc2cc(CN3C(=O)c4ccccc4C3=O)ccc2n1C	97	/
18	Cc1ccc(OCC(=O)N2CCN(C3=NS(=O)(=O)c4ccccc43)CC2)cc1	89	0
19	CCN(CCCNC(=O)C1CCN(S(=O)(=O)c2cnc[nH]2)CC1)c1cccc(C)c1	109	0
20	COc1ccc(NC(=O)c2ccc(N(Cc3ccc(Cl)cc3)S(C)(=O)=O)cc2)c(OC)c1	/	-11
21	CCOC(=O)C1=C(C)N=c2s/c(=C\c3ccco3)c(=O)n2C1c1ccccc1OC (stereo unspecified)	/	6
22	C/C(Nc1ccc2c(c1)OCO2)=C(/C#N)C(N)=O	/	7
23	CCOc1ccccc1-n1c(SCC(=O)NC(C)(C)C)nnc1-c1ccoc1C	94	/
24	Cc1ccc(CNC(=O)CCS(=O)(=O)c2cc(Br)cc3c2N(C(=O)C2CC2)CC3)o1	104	6
25	O=c1oc(-c2cccnc2)nc2ccccc12	91	4&-16
26	CCOC(=O)CC(=O)CSc1ccc2nnc(-c3ccccc3)n2n1	69	8
27	COc1ccc(-c2csc(Cc3nnc4n3CCCCC4)n2)cc1OC	111	8
28	O=C(NCCCN1CCN(c2ccccc2F)CC1)Nc1ccc(F)cc1	83	-4
29	Cc1ccc(NC(=O)Nc2cccnc2)cc1	/	1
30	COc1ccccc1CC1CC(=O)N(c2ccc(I)cc2)C1=O (stereo unspecified)	/	-10
31	O=C(NC1CCCCC1)n1c(=O)oc2ccccc21	110	4
32	CCOC(=O)CNC1=C([N+](=O)[O-])C(=O)CC(C)(C)C1	/	-6
33	O=c1[nH]n(-c2ncnc3c2cnn3-c2ccccc2)c(=O)c2ccccc12	/	6
34	O=S(=O)(c1ccc(Br)c2nsnc12)N1CCOCC1	89	6
35	Cc1nn(Cc2ccccc2)c(Cl)c1C(=O)OCc1nnc(-c2ccccc2)o1	/	9
36	O=C(/C=C/c1ccc(-c2cccc(C(F)(F)F)c2)o1)c1ccc(F)cc1	/	9
37	OC(COCc1ccc2c(c1)OCO2)CN1CCC(Cc2ccccc2)CC1 (stereo unspecified)	/	-10
38	Cc1ccc(C2C3=C(CC(C)(C)CC3=O)NC3=C2C(=O)CC(C)(C)C3)o1	90&123	-4&-4
39	Cc1nc(-c2cccc([N+](=O)[O-])c2)cs1	/	3
40	O=C(Nc1ccc(Oc2ccccc2)cc1)c1cccs1	/	1
41	CC(C)(C)OC(=O)N1CCC[C@H]1c1nnc(SCc2ccccc2Cl)o1	89	-3
42	CSc1nc(N)nc(SCC(=O)C23CC4CC(CC(C4)C2)C3)c1C#N	/	10
43	Cc1c(N=Cc2ccc(Cl)o2)c(=O)n(-c2ccccc2)n1C	79	/
44	Cc1ccc(S(=O)(=O)c2cc3c(=O)n4ccccc4nc3n(CC3CCCO3)c2=N)cc1 (stereo unspecified)	346	7
45	Nc1nc(-c2ccccc2)c(I)c(=O)[nH]1	/	6
46	CCNc1nc(NC(C)C)nc(Oc2ccc(C(=O)OC)cc2)n1	/	-2
47	Cc1nc(SCC(=O)NCc2ccco2)c2oc3ccccc3c2n1	/	9
48	COc1ccc(NC(=O)C2C3C=CC4(CN(Cc5cccnc5)C(=O)C24)O3)c(OC)c1 (stereo unspecified)	94	2
49	COc1cc(/C=C2\C(=O)N(c3ccccc3)N=C2C)c([N+](=O)[O-])cc1OC	/	0
50	CCOC(=O)c1cnc2c(Cl)cc(Cl)cc2c1NCCOCCO	75	2

Compound profiles, from the list above. Screens in order: BAP1 inh	HePTP inh
CCOC(=O)c1cnc2c(Cl)cc(Cl)cc2c1NCCOCCO is listed with 75	2
Cc1nc(-c2cccc([N+](=O)[O-])c2)cs1 is listed with /	3
COc1cc(/C=C2\C(=O)N(c3ccccc3)N=C2C)c([N+](=O)[O-])cc1OC is listed with /	0

Remaining list, next part.
entry	SMILES	BAP1 inh	HePTP inh
51	O=C1C(Cl)=C(N2CCCCCC2)C(=O)N1C1CCCCC1	63	/
52	N#CCSc1nnc2c(Cl)cc(Cl)cn12	94	11
53	O=C(Nc1ccc(S(=O)(=O)Nc2ncccn2)cc1)c1ccco1	/	5
54	Cc1cc(C)cc(N(CC(=O)NCCSc2nc3ccccc3s2)S(=O)(=O)c2ccccc2)c1	/	1
55	Cc1cc(C)nc(-n2nc(C)c3c(=O)[nH]c(C(F)(F)F)nc32)n1	/	-1
56	CCOC(=O)C(NC(=O)N1CCCCC1)(c1ccccc1)C(F)(F)F (stereo unspecified)	97	4
57	COc1ccc(-c2nnn(CC(=O)N(C3CCCCC3)C(C)C(=O)NC3CCCC3)n2)cc1OC (stereo unspecified)	98	10
58	CCn1c(CSc2nc3ccccc3n2C)nc2ccccc21	102	-7
59	CCOc1ccccc1NC(=O)/C=C/c1ccc(Cl)cc1	/	11
60	CC1(c2ccccc2)CC(c2ccccc2)=Nc2nonc2N1 (stereo unspecified)	94	-10
61	O=C(O)CCCCCN1C(=O)C(=O)/C(=C(/O)c2ccc(F)cc2)C1c1ccccc1[N+](=O)[O-] (stereo unspecified)	/	-2
62	CCOc1ccc(-n2c(SCC(=O)Nc3ccc4c(c3)OCO4)nc3c(c2=O)SCC3)cc1	85	2
63	O=C(CN1C2CCC1CC(NC(=O)C1CC1)C2)NCc1ccccc1 (stereo unspecified)	107	6
64	COc1cccc2cc(-c3nc(-c4cccc(Br)c4)cs3)c(=O)oc12	/	3
65	CCOC(=O)C1CCCN(C(=O)c2cn(CC)c(=O)c3cc(OC)c(OC)cc23)C1 (stereo unspecified)	/	3
66	COc1ccc(OC)c(N(CC(=O)Nc2cc(C)cc(C)c2)S(C)(=O)=O)c1	/	8
67	c1ccc(OCc2nc3ccccc3[nH]2)cc1	61	-2
68	Clc1ccc(C(c2nnnn2C2CCCC2)N2CCSCC2)cc1 (stereo unspecified)	89	7
69	COc1cc(C2C(C(=O)Nc3ccccc3OC)=C(C)Nc3ncnn32)ccc1O (stereo unspecified)	98	4
70	O=P(O)(CCCCP(=O)(O)CCc1ccccc1)CCc1ccccc1	106	6
71	COc1ccc(OC)c(NC(=O)c2cnc3n(c2=O)CCS3)c1	86	6
72	Cc1ccsc1C1NC(=O)c2c(sc3c2CCN(C)C3)N1 (stereo unspecified)	75	1
73	CCCS(=O)(=O)C(=C(Nc1ccccc1)Nc1ccccc1)S(=O)(=O)CCC	/	8
74	COc1ccc(OC)c(NC(=O)CSc2nnc(CNC(=O)c3ccco3)o2)c1	107	-14
75	CC(C)(C)C1CCc2c(sc(NC(=O)c3cc4n(n3)C(C(F)(F)F)CC(c3cccs3)N4)c2C#N)C1 (stereo unspecified)	115	/
76	COc1ccccc1N1CCN(/N=C/c2cc(Br)ccc2F)CC1	/	3
77	O=C(CSc1nnc(NC(=O)c2ccco2)s1)NC1CCCCC1	60	-8
78	COc1ccc(CNC(=O)CN(C(=O)c2cc3sccc3n2C)C2CCCC2)cc1	96	-16
79	COc1cc(NC(=O)c2cc3n(n2)C(C(F)(F)F)CC(c2ccccc2)N3)c(OC)cc1Cl (stereo unspecified)	/	1
80	Cc1cc2nc(-c3cc(NC(=O)COc4ccc(Cl)cc4Cl)ccc3O)oc2cc1C	/	8
81	CCOC(=O)C1CCN(C2=NC(=O)/C(=C/c3ccc(N(C)C)cc3)S2)CC1	/	3
82	CCOc1ccc(-c2nc(C#N)c(N3CCN(CC)CC3)o2)cc1	96	8
83	C/C(O)=C(\C#N)P(C)(=O)OCC(C)C (stereo unspecified)	/	4
84	CCCc1cc(C(=O)N2CCN(c3ccccc3C)CC2)cs1	/	12
85	CCOC(=O)Cc1csc(SCC(=O)c2c(N)n(CC(C)C)c(=O)n(C)c2=O)n1	96	8
86	O=C(CSc1ncnc2nc[nH]c12)C12CC3CC(CC(C3)C1)C2	/	-15
87	O=C(CN1C(=O)c2ccccc2S1(=O)=O)N1CCc2ccccc2C1	119	9
88	COc1ccc(Nc2cc(C)nc3c(C)ccc([N+](=O)[O-])c23)cc1	/	5
89	Cc1ccc2nc(NC(=O)c3ccc4c(c3)OCO4)sc2c1	/	-1
90	COc1ccc(Nc2nc(Nc3ccc(OC)cc3)nc(-n3[nH]c(=O)c(C)c3C)n2)cc1	/	6
91	COc1ccc(NC(=O)CN(c2cccc([N+](=O)[O-])c2)S(=O)(=O)c2ccccc2)cc1OC	/	5
92	COC(=O)c1ccc(-c2nc3ccccc3o2)cc1	/	-20
93	COc1ccc(F)cc1S(=O)(=O)N1CCC(C(N)=O)CC1	89	-1
94	COC(=O)c1nc(-c2ccccc2)oc1N(C)C	677	11
95	CCOC(=O)c1cnc2c(ccc3ccccc32)c1Cl	/	1
96	CCN(CC)c1ccc(/C=C2\SC(N3CCCC3)=NC2=O)cc1	/	-13
97	CCN(c1ccccc1)S(=O)(=O)c1ccc(F)cc1	157	0&5
98	CC1=NC(=S)C(C#N)C(c2ccccc2)=C1 (stereo unspecified)	/	-8
99	C[n+]1cccc(C(=O)NCCOC(=O)c2ccc(F)cc2)c1	/	5
100	O=C1CC(C(=O)Nc2ccc(O)c(C(=O)O)c2)C(c2ccccc2)O1 (stereo unspecified)	92	-2

More structures.
entry	SMILES	BAP1 inh	HePTP inh
101	CCOc1cc(/C=C2\SC(=S)N(c3ccccc3)C2=O)cc(Br)c1O	/	-5
102	CC(C)(C)SCCNS(=O)(=O)c1ccc(F)cc1	97	-5
103	Cc1ccc(/C=C2\NC(=O)c3ccccc3C2=O)cc1	/	8
104	Cc1cccnc1NC(=O)c1c(O)c2ccccc2n(C)c1=O	97	8
105	CCc1ccccc1NC(=O)/C(C#N)=C\c1ccc(I)o1	/	1
106	COc1cc(OC)c(C2CC(=O)N3CN(c4ccc(C)cc4)CSC3=C2C#N)cc1OC (stereo unspecified)	86	10
107	O=C1CSC(c2ccccc2)N1c1ccc(O)cc1 (stereo unspecified)	78	/
108	Cc1cccc(C(=O)Nc2cc(-c3cccc(C)c3)[nH]n2)c1	/	-2
109	c1ccc(-n2ncc3c2ncn2nc(CSc4nc5ccccc5s4)nc32)cc1	139	-2
110	CCC(=O)Nc1nonc1-c1nc2ccccc2n1CCC(C)C	161	-4
111	C=CCNc1ncnc2c1ncn2C1OC(CO)C(O)C1O (stereo unspecified)	107	4
112	O=C(Nc1cccc([N+](=O)[O-])c1)c1cc2ccccc2o1	/	2
113	Oc1ccc2ccccc2c1/C=N/n1cnnc1	74	3

Structural class, the entries above with a Cl atom (14)
entry	SMILES	BAP1 inh	HePTP inh
8	O=C(COc1ccc(Cl)cc1)Nc1ccc(Br)c(Cl)c1	/	6
13	CCOc1cc2oc(=O)cc(C)c2cc1Cl	182	/
20	COc1ccc(NC(=O)c2ccc(N(Cc3ccc(Cl)cc3)S(C)(=O)=O)cc2)c(OC)c1	/	-11
35	Cc1nn(Cc2ccccc2)c(Cl)c1C(=O)OCc1nnc(-c2ccccc2)o1	/	9
41	CC(C)(C)OC(=O)N1CCC[C@H]1c1nnc(SCc2ccccc2Cl)o1	89	-3
43	Cc1c(N=Cc2ccc(Cl)o2)c(=O)n(-c2ccccc2)n1C	79	/
50	CCOC(=O)c1cnc2c(Cl)cc(Cl)cc2c1NCCOCCO	75	2
51	O=C1C(Cl)=C(N2CCCCCC2)C(=O)N1C1CCCCC1	63	/
52	N#CCSc1nnc2c(Cl)cc(Cl)cn12	94	11
59	CCOc1ccccc1NC(=O)/C=C/c1ccc(Cl)cc1	/	11
68	Clc1ccc(C(c2nnnn2C2CCCC2)N2CCSCC2)cc1 (stereo unspecified)	89	7
79	COc1cc(NC(=O)c2cc3n(n2)C(C(F)(F)F)CC(c2ccccc2)N3)c(OC)cc1Cl (stereo unspecified)	/	1
80	Cc1cc2nc(-c3cc(NC(=O)COc4ccc(Cl)cc4Cl)ccc3O)oc2cc1C	/	8
95	CCOC(=O)c1cnc2c(ccc3ccccc32)c1Cl	/	1
